Screening results as filed in PubChem BioAssay.
XiGFP reactiv: X-chromosome reactivation activator; XiGFP mouse fibroblasts, % GFP-positive cells imaging, 3 d; cells co-treated with 5-aza-dC sensitizer; scaled so ellipticine positive control = 100%; actives 0.055% (n = 360,000); activation, % at 7.58 µM;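 active = mean normalized replicate activation at least 10% and every replicate at or above 10%; inconclusive = only one of the two criteria met; inactive = mean below 10% and not all replicates reach 10%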;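 also: 0% = median of on-plate neutral control wells and 100% = ellipticine 6 µM median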
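assay system = SV40-immortalized XiGFP fibroblast cells, line 68-5-11 | buffer or medium = DMEM plus 5-aza-dC sensitizer | doses = single-point pinned compound dosing | times = 3-day compound exposure, then 15 min fixation at room temperature | benchmarks = positive control ellipticine, 6 µM final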
S100A4 inh HTS: inhibitors of human S100A4 binding to myosin IIA peptide; S100A4/TAMRA-MyoIIA peptide fluorescence polarization; inhibition, % at 10.7 µM; actives 0.14% (n = 360,000); AID 652163;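 active = mean inhibition of at least 70% across replicates, with every replicate also reaching that level; inconclusive = mean inhibition reaches 70% but some replicates fall short; inactive = mean inhibition below 70%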
Target sequence (P26447 whole entry, looked up): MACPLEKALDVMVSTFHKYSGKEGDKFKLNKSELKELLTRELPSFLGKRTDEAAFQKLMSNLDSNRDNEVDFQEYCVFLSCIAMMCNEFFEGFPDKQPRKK
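Material: S100A4 monomer protein | Medium: HEPES pH 7.2 with CaCl2, KCl, NaCl, DTT, Triton | Reagent: Labelled myosin peptide probe, 5 nM | Doses: One dose per compound | Times: 5 min incubation before reading | Benchmarks: Neutral control DMSO, positive control TFP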
RAD52 anneal inh: blocks human RAD52 DNA annealing | P43351 | recombinant RAD52 DNA annealing, FRET fluorescence | inhibition, % at 18.7 µM | actives 0.46% (n = 360,000);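 active = every replicate showing at least 50% inhibition; inconclusive = mean inhibition at least 50% but not in every replicate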
ERp5 block: inhibitors of human ERp5; inhibition, % at 9.99 µM; AID 651711; actives 0.05% (n = 350,000); ERp5 insulin aggregation, absorbance 650 nm, 90 min;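 active = mean replicate inhibition above about 25%, with every replicate also reaching it, limit read from the data, passing the limit was not always enough; inconclusive = only one of those two criteria met; inactive = neither criterion met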
Target sequence (Q15084 whole entry, looked up): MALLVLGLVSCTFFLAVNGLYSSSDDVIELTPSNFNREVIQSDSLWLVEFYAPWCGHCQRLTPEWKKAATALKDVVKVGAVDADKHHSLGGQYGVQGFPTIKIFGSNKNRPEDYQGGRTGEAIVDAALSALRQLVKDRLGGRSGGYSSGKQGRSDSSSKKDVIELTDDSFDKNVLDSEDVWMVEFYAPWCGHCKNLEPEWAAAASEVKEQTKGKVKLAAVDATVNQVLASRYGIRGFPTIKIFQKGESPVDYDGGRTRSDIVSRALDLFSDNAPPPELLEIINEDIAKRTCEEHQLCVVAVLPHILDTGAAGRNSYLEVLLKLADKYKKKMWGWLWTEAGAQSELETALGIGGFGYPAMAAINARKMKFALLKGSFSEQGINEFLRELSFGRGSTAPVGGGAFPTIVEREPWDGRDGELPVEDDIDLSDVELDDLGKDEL
ERAP1 inh: inhibitors of human ERAP1 aminopeptidase; recombinant ERAP1, Leu-AMC fluorescence, 60 min; inhibition, % at 10.7 µM; actives 0.15% (n = 340,000); Q9NZ08;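 active = mean replicate inhibition of at least 30%, or all replicates individually reaching that 30% level; inactive = mean below 30% and not every replicate reaching it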;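 also: 0% = neutral control wells and 100% = L-leucinethiol positive control wells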
esBAF inh: inhibitors of esBAF chromatin remodeling in mouse ES cells; reporter increase, % at 12.5 µM; Bmi1-luciferase knock-in reporter, 24 h; 100% = twice the neutral-well signal; actives 2% (n = 350,000); in the data active = activation above about 40%; inconclusive = no clear call, values can overlap the other calls;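 also: 0% = median of the plate's neutral control wells and 100% = double that signal; a rise in the Bmi1 reporter signal indicates esBAF inhibition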
E-sel inducer: E-selectin induction on HUVECs; P16581; HUVEC E-selectin immunofluorescence imaging; normalized: neutral wells 0, TNF-alpha wells 100; activation, % at 7.58 µM; actives 0.37% (n = 260,000); AID 686992;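 active = mean E-selectin-positive cell signal at least 10% of the positive control, reached in at least 60% of replicates, without over 20% cell loss; inconclusive = no rule given, readout overlaps actives, possibly toxicity-flagged; inactive = the rest, including those meeting only one limit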;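 also: in these data hits start at about 27%; measured in HUVEC primary endothelial cells; signal is the percent of cells scored E-selectin positive by PE staining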
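Assay system: HUVEC, human umbilical vein endothelial cells / Amount: 3,000 HUVEC/well / Controls: TNF-alpha positive control, DMSO neutral control / Compound dosing: single concentration / Medium: EGM-2 over gelatin coat / Evaluation: percent E-selectin-positive cells / Signal: immunofluorescence imaging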
RAD54 inh: RAD54 (human) branch migration inhibition; inhibition, % at 10.4 µM; actives 0.14% (n = 360,000); RAD54 Holliday junction branch migration, FAM/BHQ fluorescence; Q92698; AID 602329;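 active = mean normalized replicate activity at least 40 and at least half of replicates scoring 40 or more; inconclusive = only one of the two criteria met; inactive = mean below 40 and under half of replicates reaching 40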;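 also: 0% = median of neutral control wells and 100% = median of positive control wells; inhibitors cause a drop in the FAM fluorescence signal; in these data hits start at about 50%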
* hit, by the source's call; ? = inconclusive; nt = no result given.

| Structure | XiGFP reactiv | S100A4 inh HTS | RAD52 anneal inh | ERp5 block | ERAP1 inh | esBAF inh | E-sel inducer | RAD54 inh |
| --- | --- | --- | --- | --- | --- | --- | --- | --- |
| Cc1ccnc(N2CCC(C(=O)NCc3ccc4c(c3)OCO4)CC2)n1 | nt | -2 | 2 | 3 | 1 | -8 | nt | -9 |
| CC1CCCCN1c1nnc(NC(=O)c2cc(-c3ccc(Br)cc3)on2)s1 (configuration not stated) | 0.1 | 7 | -13 | -4 | -1 | -9 | nt | 7 |
| COc1ccc(-c2cc(=O)oc3cc(OC(C)C(=O)NC(Cc4c[nH]c5ccc(O)cc45)C(=O)O)ccc23)cc1 (configuration not stated) | nt | 1 | -13 | 6 | 31* | -7 | nt | 8 |
| O=C(COc1ccccc1)N1CCN(S(=O)(=O)c2cccc([N+](=O)[O-])c2)CC1 | 0.5 | 2 | -7 | 1 | -1 | nt | 4.8 | nt |
| O=C(NCc1ccco1)C(=O)c1c[nH]c2ccccc12 | 0.3 | 8 | -3 | 2 | 1 | 31 | -0.1 | 13 |
| COc1ccc(CCN=Cc2ccccc2O)cc1OC | 0.2 | -1 | -26 | -1 | nt | -6 | 0.1 | 0 |
| COc1ccc(CN(C)C[C@H]2Oc3ccc(NC(=O)NC4CCCCC4)cc3CC(=O)N([C@H](C)CO)C[C@H]2C)cc1 | 0.9 | 8 | 9 | 3 | -1 | 3 | -0.3 | 2 |
| CSc1ccc(/C=N\Nc2nncn2N)cc1 | 0.0 | -5 | -3 | 2 | 3 | 13 | nt | 12 |
| COc1ccc(CCNC(=O)c2cccnc2SC)cc1 | 0.2 | 2 | 0 | 5 | 1 | nt | nt | nt |
| COc1ccc(CC(=O)Nc2cccc(C(=O)O)c2C)cc1 | nt | -1 | 14 | -2 | 11 | 23 | nt | 4 |
| Nc1c(C(=O)NCc2ccco2)nnn1CC(=O)Nc1ccc2c(c1)OCO2 | -0.1 | -10 | -15 | 0 | nt | 2 | 25 | nt |
| COc1cc(CN2CCN(C(=O)CC(C)C)CC2)c([N+](=O)[O-])cc1OC | 0.0 | -5 | 9 | -4 | -5 | 0 | nt | 6 |
| Cc1ccc(S(=O)(=O)N(C)c2c(C)ccc(S(=O)(=O)NC(C)(C)C)c2C)cc1 | 0.0 | 5 | -11 | ? | 12 | nt | nt | nt |
| COc1ccccc1NC(=O)CSc1nc2ccccc2c(=O)n1CC1CCCO1 (configuration not stated) | 0.0 | 2 | -5 | 4 | -2 | -1 | nt | -2 |
| O=C(NC1CCCC1)c1cc(S(=O)(=O)N2CCOCC2)c(Cl)cc1Cl | 0.1 | 2 | -6 | 3 | -1 | nt | nt | nt |
| CCCCN1C(=O)C(CC(=O)NCc2cccc3ccccc23)CC(C(=O)N(CC)CC)=C1C (configuration not stated) | 0.1 | -3 | 4 | 0 | -3 | -3 | 0.0 | -12 |
| COc1cccc(OC)c1C(=O)OCC(=O)NC(=O)NCc1ccccc1 | 0.1 | -2 | -3 | -4 | 5 | nt | nt | nt |
| Nc1ccccc1S(=O)(=O)c1ccccc1N | nt | -22 | -4 | -1 | 2 | -1 | nt | -6 |
| O=C(C1CC1)N1CC(=O)N2[C@H](CO)[C@H](c3ccc(C#Cc4cccc(F)c4)cc3)[C@@H]2C1 | 0.4 | -8 | -1 | 1 | 1 | nt | 0.0 | nt |
| O=C(COC(=O)[C@@H]1CC(O)CN1S(=O)(=O)c1ccc2c(c1)OCCO2)NCc1ccc(F)cc1 (some centres not stated) | 0.0 | 5 | 0 | 2 | 1 | -2 | nt | -3 |
| CCOc1ccc(-n2nnc3c(=O)n(C/C=C/c4ccccc4)cnc32)cc1 | 0.1 | -2 | 6 | 4 | 5 | 0 | nt | -2 |
| C[C@@H]1CN([C@H](C)CO)C(=O)c2cc(-c3cccnc3)cnc2O[C@H]1CN(C)Cc1ccc(-c2ccccc2)cc1 | -0.4 | 20 | 14 | 1 | 0 | -9 | 0.2 | 1 |
| O=C(C[C@H]1C=C[C@H](NS(=O)(=O)c2cccc(F)c2)[C@@H](CO)O1)NCc1ccc2c(c1)OCO2 | -0.1 | 15 | -7 | -6 | 1 | 5 | -0.5 | -2 |
| COc1ccc(CSc2nc(CSC)cc(N3CCOCC3)n2)cc1 | nt | -1 | -4 | 7 | 0 | -2 | nt | -16 |

A run of entries of the results above:
| Structure | XiGFP reactiv | S100A4 inh HTS | RAD52 anneal inh | ERp5 block | ERAP1 inh | esBAF inh | E-sel inducer | RAD54 inh |
| --- | --- | --- | --- | --- | --- | --- | --- | --- |
| COc1cc(CN2CCN(C(=O)CC(C)C)CC2)c([N+](=O)[O-])cc1OC | 0.0 | -5 | 9 | -4 | -5 | 0 | nt | 6 |
| Cc1ccc(S(=O)(=O)N(C)c2c(C)ccc(S(=O)(=O)NC(C)(C)C)c2C)cc1 | 0.0 | 5 | -11 | ? | 12 | nt | nt | nt |
| COc1ccccc1NC(=O)CSc1nc2ccccc2c(=O)n1CC1CCCO1 (configuration not stated) | 0.0 | 2 | -5 | 4 | -2 | -1 | nt | -2 |
| O=C(NC1CCCC1)c1cc(S(=O)(=O)N2CCOCC2)c(Cl)cc1Cl | 0.1 | 2 | -6 | 3 | -1 | nt | nt | nt |
| CCCCN1C(=O)C(CC(=O)NCc2cccc3ccccc23)CC(C(=O)N(CC)CC)=C1C (configuration not stated) | 0.1 | -3 | 4 | 0 | -3 | -3 | 0.0 | -12 |
| COc1cccc(OC)c1C(=O)OCC(=O)NC(=O)NCc1ccccc1 | 0.1 | -2 | -3 | -4 | 5 | nt | nt | nt |
| Nc1ccccc1S(=O)(=O)c1ccccc1N | nt | -22 | -4 | -1 | 2 | -1 | nt | -6 |
| O=C(C1CC1)N1CC(=O)N2[C@H](CO)[C@H](c3ccc(C#Cc4cccc(F)c4)cc3)[C@@H]2C1 | 0.4 | -8 | -1 | 1 | 1 | nt | 0.0 | nt |
| O=C(COC(=O)[C@@H]1CC(O)CN1S(=O)(=O)c1ccc2c(c1)OCCO2)NCc1ccc(F)cc1 (some centres not stated) | 0.0 | 5 | 0 | 2 | 1 | -2 | nt | -3 |
| CCOc1ccc(-n2nnc3c(=O)n(C/C=C/c4ccccc4)cnc32)cc1 | 0.1 | -2 | 6 | 4 | 5 | 0 | nt | -2 |
| C[C@@H]1CN([C@H](C)CO)C(=O)c2cc(-c3cccnc3)cnc2O[C@H]1CN(C)Cc1ccc(-c2ccccc2)cc1 | -0.4 | 20 | 14 | 1 | 0 | -9 | 0.2 | 1 |

Going on with the list:
| Structure | XiGFP reactiv | S100A4 inh HTS | RAD52 anneal inh | ERp5 block | ERAP1 inh | esBAF inh | E-sel inducer | RAD54 inh |
| --- | --- | --- | --- | --- | --- | --- | --- | --- |
| O=C(C[C@H]1C[C@H]2c3cc(NC(=O)c4ccc5c(c4)OCO5)ccc3O[C@H]2[C@H](CO)O1)NCC(F)(F)F | 0.0 | 6 | 8 | -4 | -1 | 4 | -0.1 | 12 |
| COC(=O)c1ccc(CN2CCN(CCc3ccccc3)C(CCO)C2)cc1 (configuration not stated) | -0.1 | 1 | -11 | 4 | nt | nt | -0.5 | nt |
| CCOC(=O)c1nnn(-c2nonc2N)c1-c1ccccc1Cl | 0.2 | -4 | -8 | 1 | 0 | nt | 2.5 | nt |
| Cc1cc(Cl)ccc1NC(=O)C(=O)N/N=C/c1ccc2c(c1)OCO2 | -0.1 | -7 | -9 | 0 | -7 | 2 | 0.6 | -6 |
| C[C@@H]1CCCCO[C@H](CN(C)C(=O)Cc2ccccc2)[C@H](C)CN([C@@H](C)CO)C(=O)c2cc(NC(=O)C3CCCCC3)ccc2O1 | 0.2 | nt | nt | nt | nt | 1 | -0.1 | 3 |
| Cc1ccccc1NC(=O)CSc1nc2c(c(-c3ccco3)c1C#N)CCCC2 | nt | -2 | -9 | -2 | 7 | nt | nt | nt |
| CN1C(=O)c2cc(NS(C)(=O)=O)ccc2OC[C@@H]2O[C@@H](CC(=O)N3CCOCC3)CC[C@@H]21 | 0.0 | -9 | 12 | 0 | 2 | -3 | -0.2 | -4 |

Random draw from the library. About 2.5% of those tested had a hit in this group.
